Source: PubChem (National Center for Advancing Translational Sciences (NCATS))
RGS4 inhibitor: inhibitors of human regulator of G protein signaling 4; Potency, µM (highest dose often 114 µM), for inactives: at the top dose activity change, negative = inhibition, usual class: inhibitors; Transcreener GDP fluorescence polarization, RGS4-accelerated GTP hydrolysis; P49798; 390,000 compounds, 0.039% hits; further: potency means the concentration at half of the fitted maximal effect; on the % scale 0 is the no-effect control and ±100 the full control effect; nearly all actives have a fitted effect of over 75% in size; some results filed as inactive show a strong effect at the top dose
Target sequence (P49798 whole entry, looked up): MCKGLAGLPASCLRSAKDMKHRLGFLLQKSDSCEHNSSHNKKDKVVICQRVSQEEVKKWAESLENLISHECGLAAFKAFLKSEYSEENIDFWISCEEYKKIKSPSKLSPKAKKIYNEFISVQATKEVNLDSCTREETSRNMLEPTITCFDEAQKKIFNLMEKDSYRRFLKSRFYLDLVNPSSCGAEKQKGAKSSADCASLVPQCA
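MLSMR compounds (23 nl, pin-transferred) preincubated 10 min at room temperature with a 500nM (2x) first reagent, then RGS4 at 900nM (2x) plus Transcreener GDP mix added; fluorescence polarization (620/688 nm) read before and after 90 min at 30 °C.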
Vif-A3F inh: Vif-A3F binding inhibition; 390,000 compounds, 0.2% hits; Potency, µM (titrated, usually from 46.1 µM), without a hit: at the top dose activity, negative = active; AID 602313; HeLa A3F-eYFP + Vif (tagged APOBEC3F with the HIV-1 protein that degrades it), YFP fluorescence increase; further: potency means the concentration at half of the fitted maximal effect; % of control where 0% means no effect; nearly all actives have a fitted effect of over 65% in size
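Fluorescence increase (Ex 488/Em 500-530) after overnight compound treatment at 37 deg C flags inhibition of Vif-driven A3F-eYFP loss in stable HeLa A3F-eYFP/Vif cells seeded overnight beforehand.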
LDHA inh: blocks human lactate dehydrogenase A. P00338. 480,000 compounds, 0.15% hits. activity change, % (values are at about 110 or 230 µM). purified LDHA, NADH/diaphorase-resazurin fluorescence; stronger effect = lower value; in the data active means activity change below about -30%; inconclusive means mostly about -25% to -30%;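 further: plate controls were DMSO wells for no effect and wells without enzyme for full effect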
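Human LDH5 at 2 nM final in Tris HCl pH 7.4 with 0.06 mM NADH and 0.2 mM pyruvate, reacted 5 minutes at room temperature. Remaining NADH coupled via diaphorase/resazurin; resorufin fluorescence read at 0 and 20 minutes, normalized to enzyme-free and DMSO wells.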
ERG-DNA inh: ERG Ets/DNA interaction inhibition | P11308 | fluorescence polarization, His-ERG Ets domain / labelled DNA | Potency, µM (highest dose often 76.9 µM), for inactives: at the top dose FP activity, negative = inhibition, most hits filed as inhibitors | 370,000 compounds, 0.028% hits | AID 624246; active means well fitted inhibition curve with a large enough effect in the polarisation, with a control signal flat; inconclusive means small, poorly fitted or top-dose-only effect, or effect the other way, or a change in a side signal; inactive means no such curve, though single readings can be large or run the other way; the % refers to the polarisation;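 further: polarization taken with two DNA probes labelled with fluorescein and Texas red; potency means the concentration at half of the fitted maximal effect; % of control where 0% means no effect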
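His-tagged ERG Ets domain (1 uM in the protein solution; 300mM KCl, 50mM Tris-HCl, 1mM EDTA, 1mM DTT, pH 7.5) received compound, then a probe mix of 5 nM fluorescein-DNA and 100nM Texas-615-DNA. Fluorescence polarization was read for both dyes.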
D2 agonist: D2 dopamine receptor (human) agonism. HEK293 T-REx D2 cells, calcium flux agonist mode. 340,000 compounds, 0.53% hits. activation, % at 2 µM. P14416;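 active means activation over 3 SD above normal in the single-dose calcium agonist read, cut at about 30% in these data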; further: 0% is about no effect
Target sequence (P14416 whole entry, looked up): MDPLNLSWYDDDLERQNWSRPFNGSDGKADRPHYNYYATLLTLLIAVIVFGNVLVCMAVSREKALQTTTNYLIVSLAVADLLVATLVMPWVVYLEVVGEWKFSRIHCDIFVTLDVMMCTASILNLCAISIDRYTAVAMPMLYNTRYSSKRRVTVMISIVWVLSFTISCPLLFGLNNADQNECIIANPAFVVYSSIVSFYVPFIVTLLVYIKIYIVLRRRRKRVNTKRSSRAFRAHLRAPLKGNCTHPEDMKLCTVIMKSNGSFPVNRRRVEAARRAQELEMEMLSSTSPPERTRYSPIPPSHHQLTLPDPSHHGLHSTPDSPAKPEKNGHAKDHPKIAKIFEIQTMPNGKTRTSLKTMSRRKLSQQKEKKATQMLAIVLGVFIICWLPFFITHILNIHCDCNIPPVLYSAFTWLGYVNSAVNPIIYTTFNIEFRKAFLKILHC
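HEK293 Trex D2 cells, tetracycline-induced, o/n 30 C 5% CO2; no-wash Ca dye, RT 30–90 min; 10-cycle baseline, 23 nl cpd added, kinetic Ca read 180 s; agonist hits = positive Ca response.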
D2 antag: D2 dopamine receptor (human) antagonism; P14416; HEK293 TREx D2 cells, calcium flux, dopamine EC80; inhibition, % at 10 µM; 340,000 compounds, 2% hits; AID 485344; in the data active means inhibition above about 30%; further: 0% is about no effect
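Overnight-induced (tetracycline, 30 C) HEK293 T-REx cells carrying force-coupled D2 receive a no-wash calcium dye, then compound, then EC80 dopamine at 180 s; signals are read kinetically throughout.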
Glioma ERSR ind: ER stress response induction in glioma | 420,000 compounds, 0.02% hits | U87-MG GRP78 promoter luciferase reporter, 16 h | Potency, µM, for inactives: top-dose activation, usual class: activators; further: potency means the concentration at half of the fitted maximal effect; series mostly up to about 76 µM; % of control where 0% means no effect; nearly all actives have a fitted effect of over 35% in size
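Stably transfected U87-MG human glioma cells carrying a GRP78-based luminescent sensor were seeded at 1000 cells/well, pin-dosed with compounds and incubated 16 h. Luciferase reagent was then added, and end-point luminescence was read after 10 min at room temperature.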
ALOX12 inh: blocks human arachidonate 12S-lipoxygenase. AID 1671190. P18054. purified 12hLO, xylenol orange hydroperoxide absorbance. 580,000 compounds, 1.1% hits. Potency, µM (titrated, usually from 108 µM), for inactives: at the highest dose activity change, negative = inhibition, most hits filed as inhibitors; further: potency means the concentration at half of the fitted maximal effect; on the % scale 0 is the no-effect control and ±100 the full control effect
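Hydroperoxide product was detected by ferrous iron/xylenol orange as the 573 to 405 nm absorbance ratio. Arachidonic acid at 40 uM (final) was turned over for 30 min at room temperature by 150 nM human 12hLO, pH 7.0 Hepes buffer, after 15 min compound preincubation.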
Vif-A3G inh: inhibitors of Vif-APOBEC3G interaction; Potency, µM (top dose mostly 46.1 µM), inactives show top-dose activity, negative = active, usual class: inhibitors; Q9HC16; 410,000 compounds, 0.076% hits; AID 602310; HeLa A3G-eYFP + Vif (tagged APOBEC3G with the HIV-1 protein that degrades it), YFP fluorescence, overnight;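 further: potency means the concentration at half of the fitted maximal effect; on the % scale 0 is the no-effect control and ±100 the full control effect; nearly all actives have a fitted effect of over 60% in size; hits raise eYFP signal because A3G escapes Vif-driven loss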
Target sequence (Q9HC16 whole entry, looked up): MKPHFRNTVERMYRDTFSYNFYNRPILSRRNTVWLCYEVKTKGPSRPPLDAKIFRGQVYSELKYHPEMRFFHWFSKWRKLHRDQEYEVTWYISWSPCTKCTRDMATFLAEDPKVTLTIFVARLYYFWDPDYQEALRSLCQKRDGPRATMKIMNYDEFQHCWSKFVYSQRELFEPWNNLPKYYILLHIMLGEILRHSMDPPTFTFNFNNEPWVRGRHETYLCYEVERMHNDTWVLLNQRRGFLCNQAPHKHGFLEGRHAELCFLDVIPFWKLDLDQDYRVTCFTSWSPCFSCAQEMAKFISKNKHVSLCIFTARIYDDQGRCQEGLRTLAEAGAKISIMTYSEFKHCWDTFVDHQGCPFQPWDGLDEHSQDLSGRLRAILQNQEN
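HeLa cells stably expressing Vif and C-terminally eYFP-tagged A3G, seeded overnight at 37 deg C, then exposed to compound by pintool overnight at 37 deg C. Rise in yellow fluorescence (Ex 488/Em 500-530, Acumen) marks blocked Vif-driven A3G degradation.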
Starred values were filed as active, the others as inactive; ? = inconclusive; . = no result given; & = joins results of further samples; [ ] = another dose, or the depositor's remark. Unless noted, the call rests on the fitted dose curve; in most records, active means well fitted curve in the direction sought with a large enough effect; inconclusive means small, poorly fitted or top-dose-only effect, or another doubt; inactive means no such curve, though single readings can be large; an effect the other way counts as inactive or inconclusive.

SMILES	RGS4 inhibitor	Vif-A3F inh	LDHA inh	ERG-DNA inh	D2 agonist	D2 antag	Glioma ERSR ind	ALOX12 inh	Vif-A3G inh
COC(=O)C1=C(c2c(C)noc2C)C[C@@H]2CC[C@H]1N2C(=O)NCCCOC(C)C	6.1%	1.0%	2.2	-6.3%	-0.4	-8.2	-6.2%	5.5%	1.9%
Cc1cc(OCC(=O)NC2CCS(=O)(=O)C2)c2c3c(c(=O)oc2c1)CCC3 (stereo not drawn)	-7.9%	-8.2%	3.0	-4.5%	0.1	-4.3	-3.1%	0.0%	1.1%
COC(=O)C1=C(c2cccc(C#N)c2)C[C@@H]2CC[C@H]1N2C(=O)NCCO	-11.3%	3.3%	-13.3	-14.4%	1.1	-9.8	-2.8%	26.9%	0.7%
CN(C)c1ccc(NC(=O)CN2C(=O)CN=C(c3ccccc3)c3cc(Cl)ccc32)cc1	6.3%	0.2%	3.0	-1.3%	-1.4	-5.3	-0.1%	9.5%[57.4 µM]	0.4%
Cc1noc(C)c1CSCC(=O)Nc1ccc(C#N)c(Cl)c1	4.2%	0.7%	0.0	-0.3%	.	.	-5.2%	-11.0%	-0.5%
CC(C)CN1Cc2ccccc2-n2nncc2C1	.	0.5%	0.8	.	.	.	-2.3%	-54.3%	-3.1%
O=C(COc1ccc2ccccc2c1)N1CCN(CC2CC3C=CC2C3)CC1 (stereo not drawn)	-1.2%	5.4%	-13.8	0.9%	-0.1	-1.2	-3.5%	?	-0.1%
Clc1ccc(CNC2CN3CCC2CC3)cc1 (stereo not drawn)	-4.1%	1.3%	-2.0	3.3%	0.0	-7.5	-5.2%	-6.3%	2.9%
Cc1cccc(NC(=O)N2CCCC2)c1	7.1%	3.9%	-8.3	-7.0%	-0.6	4.2	-1.6%	1.4%	-0.2%
Cc1ccc(C(=O)NC(O)C(Cl)(Cl)Cl)cc1 (stereo not drawn)	19.6%	0.4%	-10.5	4.7%	1.4	2.0	-1.4%	0.8%	0.0%
CN1C(=O)C(=Cc2ccccc2Oc2ccc(Cl)cc2)C(=O)N(C)C1=O	?	-7.4%	-5.4	-8.6%	-1.1	-7.5	-0.9%	?	-20.1%
CCCCCn1c(=O)c(C(=O)Nc2ccccc2)c(O)c2ccccc21	-10.1%	-12.1%	-0.9	-6.3%	0.7	4.9	2.4%	-2.3%	3.4%
CCCCC(=O)N/N=C/c1c(O)n(CC)c(=S)[nH]c1=O	19.2%	1.5%	10.9	12.9%	-0.6	-10.8	-1.2%	?	-4.1%
CCCCn1nnnc1C(C1CC1)N1CCC2(CC1)C(=O)NCN2c1ccccc1 (stereo not drawn)	.	.	-1.0	.	.	.	-3.1%	-0.5%	-0.6%
COc1ccccc1-n1c(O)c(C=NCCCn2ccnc2)c(=O)[nH]c1=O	9.8%	.	2.0	-1.9%	0.5	-3.0	-6.6%	0.0%	1.4%
COc1cccc(NC(=O)c2ccc3c(=O)n4nc(Nc5ccccc5OC)sc4nc3c2)c1	1.4%	-17.7%	-4.4	-11.5%	0.6	.	?	0.0%	0.1%
CN(C)CC#CCOCCOCCC#N	-5.3%	-0.1%	-3.5	1.5%	-0.8	-5.6	-1.4%	0.0%	5.7%
COc1c(C)cc(C(=O)C2CCCN(Cc3cccc(C)n3)C2)cc1C (stereo not drawn)	7.3%	?	-1.8	3.5%	37.7*	5.0	1.3%	-4.3%	2.0%
COc1ccc(OC)c(NC(=O)Cn2cc(C(=O)c3ccccc3F)c3ccccc32)c1	0.5%	-3.0%	-1.8	1.3%	0.1	.	-1.5%	-28.1%	-8.5%
CC[C@H]1OC(=O)C[C@@H](O)[C@H](C)[C@@H](O[C@@H]2O[C@H](C)[C@@H](O[C@H]3C[C@@](C)(O)[C@@H](O)[C@H](C)O3)[C@H](N(C)C)[C@H]2O)[C@@H](CC=O)C[C@@H](C)C(=O)/C=C/C(C)=C/[C@@H]1CO[C@@H]1O[C@H](C)[C@@H](O)[C@@H](OC)[C@H]1OC	-5.7%	6.8%	-5.9	5.2%	.	.	-3.3%	13.2%	0.0%
COC(=O)C1=C(c2ccc(OC(F)(F)F)cc2)C[C@@H]2CC[C@H]1N2C(=O)NC1CCCCC1	25.2%	-5.9%	-20.6	-2.5%	-0.5	11.7	-2.5%	-17.9%	3.6%
CC(=NCCCN1CCOCC1)c1c(O)[nH]c(=O)[nH]c1=O	-0.5%	2.6%	-0.6	3.5%	0.7	-9.4	-6.2%	0.0%	0.1%
CCOc1ccc(Nc2ncnc3c2nnn3Cc2ccccc2)cc1	-15.7%	?	-0.6	-3.9%	0.2	0.9	2.1%	0.0%	-2.0%
FC(F)(F)c1ccccc1NC1=NCCCS1	-3.6%	1.2%	-5.5	-8.0%	-1.6	-16.6	-2.5%	-1.8%	0.0%
CC1CCN(C(=O)CCl)CC1	-13.8%	0.6%	-5.3	1.4%	0.6	-5.8	-10.1%	-8.0%	-8.5%
COc1ccc(NC(=O)c2ccc(NC(=O)c3nc4nccc(C)n4n3)cc2)cc1	-30.6%	-2.6%	-5.7	?	.	.	-2.1%	1.5%	-1.8%
Cc1ncoc1C(=O)NCC1=C(c2ccc(S(C)(=O)=O)cc2)C[C@@H]2CC[C@H]1N2Cc1ccco1	.	-6.2%	-10.9	.	.	.	-0.5%	-11.5%	-3.8%
C/C(=N\N1CCCCCC1)c1c(O)n(-c2ccc(C)cc2)c(=O)[nH]c1=O	15.6%	6.5%	-4.1	-1.5%	0.0	8.6	1.1%	-2.0%	3.9%
CC(=NCCN1CCCCC1)c1c(O)n(Cc2ccccc2)c(=O)[nH]c1=O	-29.0%	-11.7%	3.1	-4.6%	-0.7	4.1	-4.8%	?	0.7%
O=C1NC(=O)C(=Cc2c(Cl)cccc2Cl)C(=O)N1	?	?	-0.4	.	.	.	-1.5%	?	-21.3%
COC(=O)C1=C(c2ccc(F)cc2OCc2ccccc2)C[C@@H]2CC[C@H]1N2C(=O)NCCc1ccc(F)cc1	11.5%	0.2%	0.9	-3.5%	1.1	-18.5	-2.9%	1.1%	1.2%
CCCCCSc1cc(O)c(C(CNC)C(C)C)cc1OC (stereo not drawn)	-14.9%	-5.8%	2.2	-6.4%	-0.4	-2.5	-3.7%	?	0.8%
CC1=CC(=O)OC2CC3OC4C[C@@H](C)C5OC6CC7O[C@]8(C)C/C=C\C9OC%10CC%11OC(CC(C)C%12OCCO%12)CC(O)[C@]%11(C)OC%10CC9OC8C[C@]7(C)O[C@]6(C)CCC5OC4C[C@]3(C)OC12 (stereo partly drawn)	4.0%	3.0%	6.0	-26.6%	.	.	-1.1%	.	-2.2%
COc1ccc(N2C(=O)NC(=O)/C(=C\c3ccccc3[N+](=O)[O-])C2=O)cc1	?	1.2%	?	-1.2%	0.2	-8.4	-6.7%	?	-3.1%
Cc1nc2ccccc2c(=O)n1-c1ccc(Cl)cc1[N+](=O)[O-]	-4.7%	-8.7%	-8.7	3.5%	0.2	-0.2	0.9%	-7.0%	-1.0%
O=C1NC(=O)C2(CCN(S(=O)(=O)c3ccccc3)CC2)C(=O)N1	11.2%	-4.4%	2.3	5.5%	.	.	-2.1%	-8.9%	-2.0%
CN1C(=O)C(=Cc2cn(CC(=O)N3CCCCC3)c3ccccc23)C(=O)N(C)C1=O	-30.2%	0.0%	-4.9	6.3%	0.8	17.5	-3.7%	.	8.5%
CCc1ccc(-n2c(O)c(/C=N/N3CCCCC3c3cccnc3)c(=O)[nH]c2=O)cc1 (stereo not drawn)	14.4%[11.4 µM]	-9.9%	-4.6	-2.8%	0.5	-2.4	-1.1%	1.3%	0.3%
Cc1ccccc1NC(=NCCCN1CC1)Nc1ccccc1C	-13.3%	12.3%	-8.8	0.9%	.	.	-6.7%	1.7%	0.4%
CC1([N+](=O)[O-])COP(=O)(NC2CC2)OC1 (stereo not drawn)	0.5%	0.0%	-16.9	.	.	.	-5.5%	-5.7%	-0.8%
Cc1ccccc1C(O)(Cc1ccccc1)C1CN2CCC1CC2 (stereo not drawn)	-29.8%	2.5%	11.4&-8.3	1.8%	2.2	11.3	-7.0%	?	4.6%
Cc1cccc(NC(=S)N2CC3CC(C2)c2cccc(=O)n2C3)c1C (stereo not drawn)	-10.5%	1.5%	-5.0	-4.3%	0.2	-2.8	7.3%	?	0.7%
Cc1ccc(NC(=O)c2cn(CCC#N)nc2-c2ccc3c(c2)OCCO3)c([N+](=O)[O-])c1	-26.8%	-12.8%	-8.2	-0.4%	-0.7	12.0	-3.2%	-16.4%	-10.8%
CN1CCc2cccc(Cl)c2CC1	19.9%[56.9 µM]	-4.3%	0.1	?	0.8	52.6*	-1.0%&-1.6%	12.0%	2.3%
Cc1ccc(S(=O)(=O)N2Cc3cc(-c4ccccc4)ccc3-n3nncc3C2)cc1	.	.	-5.5	.	.	.	-7.6%	-28.6%	-3.4%

An excerpt; count on the stated rates, not on these rows.
